Pf Dd2 inh = inhibitors of Plasmodium falciparum Dd2 growth; P. falciparum Dd2 growth, SYBR Green, 72 h; hits give low values; activity change, % at 10 µM; 2.3% of 94,000 active; AID 1159554; in the data active means activity change below about -80%; inconclusive means no clear call, values can overlap the other calls
Tcruzi prolif = inhibitors of T. cruzi proliferation | T. cruzi beta-gal in NIH3T3, GalScreen luminescence, 90 h | 5.9% of 77,000 active | inhibition, % at 8.34 µM;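 active means mean inhibition above about 93%, with at least 55% of replicates each passing it, limit read from the data, passing the limit was not always enough; inconclusive means only one of those two conditions holds; inactive means neither condition holds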
C diff HTS = C. difficile growth inhibition; Clostridium difficile clinical isolate growth, OD600, 24 h; hits give low values; growth activity, negative = inhibition, % at 16 µg/mL (by protocol); 0.25% of 86,000 active; AID 1259249;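 active means mean growth activity at or below -80% and every replicate also at or below -80%; inconclusive means mean at or below -80% but some replicate above -80%; inactive means mean growth activity above -80%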;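 further: 0% = DMSO wells and -100% = levofloxacin 16 µg/mL wells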
GASC1 inh = inhibitors of human demethylase GASC-1 KDM4C; Q9H3R0; GST-KDM4C 2-372, H3K9me3 peptide, LANCE TR-FRET; inhibition, % at 12.5 µM; 0.15% of 96,000 active;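 active means mean replicate inhibition above about 25%, with at least 55% of replicates also reaching it, limit read from the data, passing the limit was not always enough; inconclusive means only one of those two conditions met; inactive means neither condition met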
Target sequence (Q9H3R0 2-372 limits assumed): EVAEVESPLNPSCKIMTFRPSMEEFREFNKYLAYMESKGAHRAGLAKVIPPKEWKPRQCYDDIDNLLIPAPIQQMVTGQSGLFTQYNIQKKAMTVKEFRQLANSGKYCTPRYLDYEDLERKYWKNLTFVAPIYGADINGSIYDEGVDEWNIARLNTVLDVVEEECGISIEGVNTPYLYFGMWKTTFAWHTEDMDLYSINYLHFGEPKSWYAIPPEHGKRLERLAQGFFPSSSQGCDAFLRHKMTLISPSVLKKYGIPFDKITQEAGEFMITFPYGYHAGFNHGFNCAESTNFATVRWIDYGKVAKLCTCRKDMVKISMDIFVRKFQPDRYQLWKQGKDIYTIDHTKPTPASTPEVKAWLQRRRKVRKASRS
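Material: N-terminal GST-fused human GASC-1 (KDM4C) fragment, residues 2-372. Input: 10 nM enzyme. Incubation: enzyme reaction 30 min, then detection 60 min, both room temperature. Doses: one test concentration per compound. Read-out basis: inhibition from TR-FRET ratio decrease. Detection: LANCE TR-FRET, excitation 340 nm, emissions 618 and 671 nm.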
An asterisk follows results filed as active; u = inconclusive; x = no result given.

Short keys: A = Pf Dd2 inh; B = Tcruzi prolif; C = C diff HTS; D = GASC1 inh
#1 C[C@H]1CCCCO[C@H](CN(C)CC2CCCCC2)[C@@H](C)CN([C@@H](C)CO)C(=O)c2cc(NC(=O)C3CCCCC3)ccc2O1
  A: -23; B: 41; C: 2; D: 0.8

#2 CC(C)NC(=O)Nc1cccc2c1O[C@H](CN(C)Cc1ccccc1)[C@H](C)CN([C@@H](C)CO)C2=O
  A: 17; B: 14; C: 5; D: 0.2

#3 O=S(=O)(c1ccccc1)N1CC[C@@H]2[C@H](CO)Nc3ccc(C#Cc4ccccc4F)cc3[C@@H]21
  A: -28; B: 69; C: -3; D: 5.5

#4 COc1ccc2c3c(n(C)c2c1)[C@@H](CO)NCC31CN(CC2CC2)C1
  A: -72; B: x; C: 2; D: 2.0

#5 COc1cccc(-c2cnc3c(c2)C(=O)N([C@H](C)CO)C[C@H](C)[C@@H](CN(C)Cc2ccc(F)cc2)O3)c1
  A: -31; B: x; C: 8; D: -3.6

#6 C[C@H]1CCCCO[C@H](CN(C)C(=O)CCC(F)(F)F)[C@@H](C)CN([C@@H](C)CO)C(=O)c2cc(NC(=O)CCCN(C)C)ccc2O1
  A: 48; B: -76; C: -1; D: 3.2

#7 COCC(=O)N(C[C@@H]1[C@@H](c2ccccc2)[C@@H](CO)N1C(=O)NC(C)C)C(C)C
  A: -9; B: -5; C: -5; D: 1.1

#8 CCCC#Cc1ccc2c(c1)O[C@H](CN(C)Cc1ccccn1)[C@H](C)CN([C@H](C)CO)S2(=O)=O
  A: x; B: 45; C: -11; D: 0.8

#9 COCC(=O)Nc1ccc2c(c1)[C@@H]1C[C@@H](CC(=O)NCc3ccccc3OC)O[C@H](CO)[C@@H]1O2
  A: 1; B: 16; C: -3; D: 0.8

#10 CNC[C@H]1OCCCC[C@@H](C)Oc2ccc(NC(=O)Nc3ccc(OC)cc3)cc2C(=O)N([C@@H](C)CO)C[C@H]1C
  A: x; B: 1; C: -1; D: -1.0

#11 CCCN1[C@H](C(=O)NCCCN2CCOCC2)[C@@H](CO)[C@@H]2Cn3c(ccc(-c4cccnc4)c3=O)[C@@H]21
  A: 11; B: -38; C: 1; D: 0.9

#12 CCC(=O)N(C)C[C@H]1Oc2cc(C#CC(C)(C)O)ccc2S(=O)(=O)N([C@@H](C)CO)C[C@H]1C
  A: 10; B: -66; C: 2; D: 3.4

#13 O=C(C[C@@H]1C[C@H]2c3cc(NC(=O)NC4CCCC4)ccc3O[C@H]2[C@@H](CO)O1)NCc1ccncc1
  A: 24; B: 32; C: 0; D: -1.2

#14 COc1ccc(NC(=O)N2CCCCN3[C@H](CO)[C@@H](c4ccc(C#Cc5ccccn5)cc4)[C@@H]3C2)cc1
  A: -19; B: u; C: 2; D: -1.8

#15 CO[C@H]1CC[C@@H]2CCN(C)C(=O)[C@H](C)[C@H](OC)CN(C)C(=O)c3cc(C#N)ccc3OC[C@H]1O2
  A: 7; B: -34; C: x; D: -0.4

Profiles, looked up by structure:
COc1ccc2c3c(n(C)c2c1)[C@@H](CO)NCC31CN(CC2CC2)C1 is listed with Pf Dd2 inh: -72; Tcruzi prolif: x; C diff HTS: 2; GASC1 inh: 2.0
O=S(=O)(c1ccccc1)N1CC[C@@H]2[C@H](CO)Nc3ccc(C#Cc4ccccc4F)cc3[C@@H]21 is listed with Pf Dd2 inh: -28; Tcruzi prolif: 69; C diff HTS: -3; GASC1 inh: 5.5

(further entries)
Short keys: A = Pf Dd2 inh; B = Tcruzi prolif; C = C diff HTS; D = GASC1 inh
#16 COc1cccc(-c2ccc([C@@H]3[C@@H](CO)N4CCCCN(C(=O)c5ccc6c(c5)OCO6)C[C@H]34)cc2)c1
  A: 5; B: 92; C: -7; D: -1.7

#17 Cc1noc(C)c1NC(=O)Nc1cccc2c1O[C@@H](CN(C)S(=O)(=O)c1ccccc1)[C@H](C)CN([C@@H](C)CO)C2=O
  A: 27; B: 12; C: x; D: -0.9

#18 CN(C)CC(=O)Nc1ccc2c(c1)[C@H]1C[C@H](CC(=O)N3CCc4ccccc4C3)O[C@H](CO)[C@H]1O2
  A: -32; B: 82; C: x; D: 0.6

#19 CCCC#Cc1ccc2c(c1)O[C@@H](CN(C)C)[C@H](C)CN([C@H](C)CO)S2(=O)=O
  A: -47; B: 67; C: 2; D: 1.6

#20 C/C=C/c1ccc([C@H]2[C@@H](CO)N(C(=O)C3CC3)[C@H]2CNC(=O)CN(C)C)cc1
  A: -13; B: x; C: 6; D: -1.2

#21 C/C=C/c1cnc2c(c1)C(=O)N([C@H](C)CO)C[C@H](C)[C@@H](CN(C)C(=O)Nc1ccc(OC)cc1)O2
  A: -67; B: 39; C: -1; D: 3.6

#22 C[C@H](CO)N1C[C@H](C)[C@H](CN(C)C(=O)c2ccc(F)cc2)Oc2ncc(C3=CCCCC3)cc2C1=O
  A: -26; B: 40; C: -6; D: -0.5

#23 C[C@@H]1CN([C@@H](C)CO)C(=O)c2cc(NS(=O)(=O)c3ccc(Cl)cc3)ccc2O[C@@H]1CN(C)S(C)(=O)=O
  A: 17; B: 25; C: 2; D: 0.2

#24 CNC[C@H]1Oc2ccc(NC(=O)NC3CCCCC3)cc2CC(=O)N([C@H](C)CO)C[C@H]1C
  A: 18; B: 53; C: 2; D: 4.2

#25 C[C@H](NC(=O)[C@H]1[C@H](CO)[C@H]2Cn3c(ccc(C4=CCCCC4)c3=O)[C@@H]1N2)c1ccccc1
  A: 16; B: -8; C: -4; D: 1.3

#26 C[C@H]1CCCCO[C@@H](CN(C)S(=O)(=O)c2ccc(Cl)cc2)[C@@H](C)CN([C@@H](C)CO)C(=O)c2cc(NS(=O)(=O)c3ccc(F)cc3)ccc2O1
  A: -64; B: 102*; C: -1; D: 12

#27 O=C(C[C@@H]1CC[C@H](NC(=O)Nc2ccccc2F)[C@@H](CO)O1)NCc1ccc(F)cc1
  A: -49; B: x; C: -2; D: -1.9

#28 COC(=O)C[C@H]1C[C@H]2c3cc(NC(=O)CN(C)C)ccc3O[C@H]2[C@H](CO)O1
  A: 9; B: -20; C: x; D: -1.7

#29 C[C@@H]1CN([C@H](C)CO)C(=O)c2cc(NC(=O)Nc3ccc(C(F)(F)F)cc3)ccc2O[C@@H]1CN(C)C(=O)Nc1ccc(C(F)(F)F)cc1
  A: -26; B: 20; C: 0; D: -0.6

#30 C[C@H]1CN([C@@H](C)CO)C(=O)Cc2cc(NC(=O)CCCCCC(=O)Nc3ccccc3N)ccc2O[C@H]1CN(C)Cc1ccc2c(c1)OCO2
  A: -88*; B: u; C: -1; D: 0.7

#31 C/C=C/c1ccc([C@H]2[C@@H](CO)N(Cc3ccccn3)[C@@H]2CNC(C)=O)cc1
  A: -70; B: 42; C: 2; D: 16

#32 COCC(=O)Nc1ccc2c(c1)[C@@H]1C[C@H](CC(=O)N3CCCCC3)O[C@H](CO)[C@@H]1O2
  A: 14; B: 21; C: -3; D: 3.4

#33 C[C@H]1CN([C@@H](C)CO)C(=O)CCCn2nncc2CO[C@H]1CN(C)C(=O)c1ccccc1
  A: 1; B: 23; C: x; D: 1.4

#34 C[C@@H]1CN([C@@H](C)CO)S(=O)(=O)c2ccc(C#Cc3ccccc3)cc2O[C@H]1CN(C)C(=O)c1ccccn1
  A: -75; B: -57; C: 4; D: x

#35 CO[C@H]1CN(C)C(=O)c2cc(NC(=O)Cc3ccccc3)ccc2OC[C@@H](C)N(CC2CC2)C[C@@H]1C
  A: -5; B: 31; C: 1; D: 5.8

#36 CNC(=O)C[C@H]1CC[C@H]2[C@@H](COc3ccc(NC(=O)Nc4cc(C)cc(C)c4)cc3C(=O)N2C)O1
  A: 15; B: 14; C: 2; D: -2.4

#37 C[C@@H]1CN([C@@H](C)CO)C(=O)Cc2cc(NC(=O)C3CCCCC3)ccc2O[C@H]1CN(C)C(=O)Nc1ccc(F)cc1
  A: -36; B: 71; C: -16; D: -0.2

#38 C[C@H](CO)N1C[C@H](C)[C@H](CN(C)C(=O)Nc2cccc3ccccc23)Oc2c(NC(=O)C3CCOCC3)cccc2C1=O
  A: 19; B: -7; C: -4; D: -0.2

#39 CCc1cnc(N2[C@H](C#N)[C@H](c3ccc(C#CCC4CCCC4)cc3)[C@H]2CO)s1
  A: -29; B: 95; C: -13; D: -3.9

#40 O=C(C[C@H]1CC[C@@H](NC(=O)c2cccc(F)c2)[C@@H](CO)O1)NCc1ccc(Oc2ccccc2)cc1
  A: 14; B: 20; C: -14; D: -1.9

#41 Cc1noc(C)c1NC(=O)N(C)C[C@H]1OCCCC[C@H](C)Oc2ccc(NC(=O)CCC(F)(F)F)cc2C(=O)N([C@H](C)CO)C[C@@H]1C
  A: 44; B: -13; C: 6; D: 0.3

#42 CN1C(=O)c2cc(NC(=O)Nc3ccccc3F)ccc2OC[C@@H]2O[C@@H](CC(=O)O)CC[C@H]21
  A: 8; B: -4; C: 2; D: -1.2

#43 C[C@@H]1CN([C@@H](C)CO)C(=O)c2cccc(NC(=O)c3cnccn3)c2O[C@@H]1CN(C)Cc1ccc2c(c1)OCO2
  A: -33; B: 97*; C: 2; D: -0.4

#44 COc1ccc(S(=O)(=O)N(C)C[C@@H]2OCCCC[C@@H](C)Oc3ccc(NC(=O)NC(C)C)cc3C(=O)N([C@H](C)CO)C[C@@H]2C)cc1
  A: x; B: 2; C: 5; D: x

#45 CCC(=O)N(C)C[C@@H]1Oc2ncc(-c3ccc(C(=O)N(C)C)cc3)cc2C(=O)N([C@@H](C)CO)C[C@H]1C
  A: 15; B: 18; C: -2; D: 1.9

#46 CCC(=O)N1CC(=O)N2[C@H](CO)[C@H](c3ccc(-c4ccccc4F)cc3)[C@@H]2C1
  A: -4; B: x; C: -7; D: 0.2

#47 C[C@H](CO)N1C[C@H](C)[C@@H](CN(C)Cc2ccccc2)OCCCC[C@H](C)Oc2ccc(NC(=O)Cc3ccccc3)cc2C1=O
  A: -24; B: x; C: 4; D: 3.2

#48 C[C@@H]1CN([C@H](C)CO)C(=O)c2cc(-c3ccccc3F)cnc2O[C@@H]1CN(C)C(=O)C1CCOCC1
  A: -7; B: x; C: 1; D: -0.5

#49 CCCN1C[C@@H](C)[C@@H](OC)CN(C)C(=O)c2cc(NC(=O)CC)ccc2OC[C@@H]1C
  A: x; B: -47; C: x; D: -1.2

#50 C[C@@H]1CCCCO[C@@H](CN(C)Cc2ccc(C(=O)O)cc2)[C@@H](C)CN([C@@H](C)CO)C(=O)c2cc(NS(=O)(=O)c3cn(C)cn3)ccc2O1
  A: 28; B: 16; C: 1; D: -1.7

#51 C[C@H]1CN([C@@H](C)CO)C(=O)c2c(c3ccccc3n2C)-c2ccccc2CO[C@H]1CN(C)Cc1ccccc1
  A: 3; B: x; C: 57; D: 1.0

#52 COc1ccc2c3c([nH]c2c1)[C@@H](CO)N(C(=O)CC1CC1)CC31CCN(C(=O)CC2CC2)CC1
  A: -20; B: x; C: -5; D: -1.0

#53 O=C(C[C@@H]1C=C[C@H](NS(=O)(=O)c2ccccc2)[C@H](CO)O1)NCc1ccncn1
  A: 6; B: 15; C: 0; D: 0.5

#54 O=C(C[C@@H]1CC[C@@H](NC(=O)Nc2cc(F)ccc2F)[C@@H](CO)O1)Nc1ccc(-c2ccccc2)cc1
  A: -26; B: -319; C: x; D: -2.2

#55 C[C@H](CO)N1C[C@H](C)[C@@H](CN(C)S(=O)(=O)c2cn(C)cn2)Oc2c(NC(=O)C3CC3)cccc2C1=O
  A: 51; B: 13; C: -8; D: 1.0

#56 C[C@H](CO)N1C[C@H](C)[C@@H](CN(C)C(=O)Nc2ccc(F)cc2)OCCCC[C@H](C)Oc2ccc(NS(=O)(=O)c3ccccc3)cc2C1=O
  A: -24; B: 59; C: 6; D: -0.4

#57 Cc1ccc(S(=O)(=O)N(C)C[C@H]2OCCCC[C@H](C)Oc3ccc(NS(=O)(=O)c4ccc(F)cc4)cc3C(=O)N([C@@H](C)CO)C[C@H]2C)cc1
  A: -82*; B: 115*; C: 2; D: -0.7

#58 O=C(c1ccccc1)N1CC[C@@H]2[C@H](CO)Nc3ccc(C#Cc4cccnc4)cc3[C@@H]21
  A: -10; B: 60; C: -20; D: -2.4

#59 C/C=C/c1cnc2c(c1)C(=O)N([C@@H](C)CO)C[C@H](C)[C@@H](CN(C)S(=O)(=O)c1ccccc1F)O2
  A: -62; B: x; C: -3; D: -0.9

#60 CO[C@@H]1CN(C)C(=O)c2cc(NC(=O)c3ccc(F)cc3)ccc2OC[C@H](C)N(C(C)=O)C[C@H]1C
  A: 25; B: 9; C: -3; D: 0.5

#61 O=C(C[C@H]1CC[C@H]2[C@@H](COC[C@H](O)CN2S(=O)(=O)c2ccc(F)cc2)O1)NCC1CC1
  A: 1; B: 13; C: -16; D: x

#62 Cc1ccc(-c2ccc([C@@H]3[C@@H](CO)N4C(=O)CN(C(=O)c5ccc(F)cc5)C[C@H]34)cc2)cc1
  A: -4; B: x; C: -8; D: -0.8

#63 C[C@H](O)C#Cc1cnc2c(c1)C(=O)N([C@@H](C)CO)C[C@@H](C)[C@H](CN(C)Cc1ccccn1)O2
  A: 22; B: 23; C: 3; D: 0.1

#64 CCC(=O)N(C)C[C@H]1Oc2cc(C#Cc3cccnc3)ccc2S(=O)(=O)N([C@@H](C)CO)C[C@@H]1C
  A: -10; B: 15; C: -2; D: 0.8

Random draw from the library; overall some 6.8% were active at least once.
